PAX8 reporter = inhibitors of PAX8-driven TPO luciferase reporter, primary screen, RMG-I cells, single concentration; SteadyGlo, 24 h; inhibition, % at 12.6 µM; 360,000 compounds, 1.2% hits;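 active = mean replicate inhibition at least 60% with every replicate also reaching 60%; inconclusive = only one of the two criteria is met; inactive = mean below 60% and not all replicates reaching 60%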;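 note: luciferase light reporting Pax8 driven TPO promoter activity; plate controls were median of neutral control wells for no effect and mitoxantrone controls for full effect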
INS-1E GSIS act = GLuc luminescence reporter in INS-1E cells, primary screen for activators of glucose-dependent secretion of insulin | INS-1E GLuc reporter insulin secretion, 2-3 h | activation, % at 16.6 µM | 370,000 compounds, 0.61% hits;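 active = lowest replicate activation of at least 40%, so every replicate reaches that level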;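 note: 0% = median of neutral control wells and 100% = median of IBMX positive control wells; some compounds called inactive have numbers as strong as hits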
DENV2 CPE rescue = inhibitors of DENV2 cytopathic effect, primary screen, cell-based, plate reader, single concentration | DENV2-infected cells, cytopathic effect rescue | CPE inhibition, % at 9.99 µM | 350,000 compounds, 1.7% hits | AID 651640, 2012; in the data active = CPE inhibition above about 20%, passing the limit was not always enough; inconclusive = no clear call, values can overlap the other calls; tested in BHK-21 cells;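 note: 0% = median of neutral control wells and 100% = median of positive control wells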
miR-122 sensor = miR-122 Renilla sensor signal increase in Huh7, primary screen, miR-122 inhibitor project, cell-based, single point, plate reader. activation (reporter increase), % at 12.5 µM. 340,000 compounds, 0.3% hits. Huh7 miR-122 Renilla luciferase sensor, 48 h; neutral wells = 0, positive control = 100;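 active = mean replicate activation score at least 90 and every replicate individually at or above 90; inconclusive = only one of the two criteria met; inactive = neither criterion met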;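 note: higher luciferase means less miR-122 activity so hits act as miR-122 inhibitors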
EWS-Fli block = EWS/Fli-driven NR0B1 reporter inhibitors, primary screen, A673 cells, NR0B1 luciferase, luminescence, MLPCN library | viability-normalised | inhibition, % at 12.6 µM | 350,000 compounds, 0.67% hits | AID 651661, 2012;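 active = mean inhibition of at least 50% after viability correction, with every replicate also passing that limit; inconclusive = mean reaches 50% but only one of two replicates passes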;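 note: firefly luciferase signal divided by Alamar Blue viability fluorescence both relative to DMSO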
F508del corr = F508del CFTR correction, initial screen, CFBE line, single point | CFBE cells, YFP halide quenching; stimulated with forskolin plus potentiator P3; % fluorescence drop versus neutral controls | activity (quench increase), % at 7.58 µM | 350,000 compounds, 0.36% hits;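 active = mean added fluorescence quench of at least 8% versus neutral control, with both replicates also reaching 8%; inconclusive = only one of the mean or replicate conditions met; inactive = mean below 8% and not both replicates reaching 8%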;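 note: cells transiently co-express mutant CFTR-F508del with the halide-sensitive YFP; corrector assay measuring rescue of mutant channel to the surface after 24 h compound exposure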
FN deposit inh = inhibitors of fibronectin matrix deposition, primary screen, AH1F cells, Alexa488-fibronectin fluorescence, plate reader | AH1F fibroblasts, overnight | inhibition, % at 12.6 µM | 350,000 compounds, 0.086% hits | AID 743247, 2014;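 active = mean inhibition across replicates of 30% or more, regardless of how many single replicates reach that level; inconclusive = mean under 30% yet at least half of replicates reach 30%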;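 note: positive control wells lacked labelled fibronectin entirely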
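Material: AH1F fibroblasts assembling fluorescent fibronectin matrix; amount: 10000 AH1F cells/well; medium: DMEM, 2% serum; reagent: Alexa488-fibronectin, 24 nM final in well; dosing: single compound dose, delivered by pin transfer; incubation: 1 h adhesion, overnight exposure; detection: fluorescence after three HBSS washes, excitation 485 nm, emission 525 nm; measure: fibronectin deposition inhibition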
* marks the source's active call; other numbers are inactive results; ? = inconclusive; / = no result given; [ ] = remark or other dose.

SMILES | PAX8 reporter | INS-1E GSIS act | DENV2 CPE rescue | miR-122 sensor | EWS-Fli block | F508del corr | FN deposit inh
COC(=O)c1ccccc1NC(=O)CN1CCN(c2ccccn2)CC1 | 14 | -1 | -7 | / | -5 | -1.7 | /
Cc1ccc(S(=O)(=O)N(C)C[C@H]2Oc3ccc(NC(=O)Cc4cn(C)c5ccccc45)cc3CC(=O)N([C@H](C)CO)C[C@H]2C)cc1 | 4 | 3 | 19 | -4[16.7 µM] | -1 | 2.2 | /
CCOC(=O)c1sc(NC(=O)c2ccccc2OC)nc1C | -75 | 4 | -7 | -1 | 86* | 0.6 | -2
CCCCNC(=S)N1CCN(CC)CC1 | 2 | 19 | -3 | 9 | 17 | -3.8 | 4
CCN(CCS(=O)(=O)c1ccc(Cl)cc1)Cc1nc2ccccc2c(=O)[nH]1 | 11 | 2 | 5 | / | 0 | -2.1 | -3
NS(=O)(=O)c1cccc(NC(=O)CSc2nc3ccccc3c(=O)n2CCCN2CCOCC2)c1 | 8 | 16 | -2 | 2 | 2 | 1.9 | 5
N/C(=N\O)c1ccncc1 | -4 | 4 | -2 | / | 8 | 0.5 | 10
CC1C=CCC2C(=O)N(c3ccccc3OC(=O)c3ccco3)C(=O)C12 (stereo not drawn) | 11 | 11 | 0 | -6 | 5 | 0.3 | 1
C[C@H]1CN([C@@H](C)CO)C(=O)c2cccc(NC(=O)CCCCCC(=O)Nc3ccccc3N)c2O[C@H]1CN(C)C(=O)Nc1cccc2ccccc12 | 36 | 4 | 13 | / | 1 | -0.2 | /
C[C@H](CO)N1C[C@H](C)[C@@H](CN(C)Cc2ccc(C(=O)Nc3ccccc3N)cc2)Oc2ccc(NC(=O)Nc3ccc(F)cc3)cc2C1=O | / | 3 | 3 | -8[16.7 µM] | 6 | -0.7 | -2
CCc1ccc(C(=O)CCC(=O)Nc2cccc(S(=O)(=O)N3CCCCC3)c2)cc1 | 14 | -36 | ? | -5 | 7 | -1.4 | -4
Cc1ccccc1NC(=S)N1CCN(c2ccccc2)CC1 | 9 | 7 | -3 | / | -13 | -0.2 | -3
CN(C)S(=O)(=O)c1cccc(NC(=S)N/N=C/C(=O)c2ccccc2)c1 | 34 | -7 | -12 | 15 | 9 | 0.7 | -1
CCCC(=O)Nc1ccc2c(c1)C(=O)N(C)[C@H]1CC[C@@H](CC(=O)NCc3ccccc3F)O[C@H]1CO2 | -1 | 1 | ? | 17[16.7 µM] | -2 | -0.5 | 2
C[C@@H]1CN([C@@H](C)CO)C(=O)c2cc(NC(=O)Nc3ccccc3)ccc2O[C@@H](C)CCCCO[C@@H]1CN(C)C(=O)CCCN(C)C | 0 | 3 | -7 | 11[16.7 µM] | -14 | 1.6 | 3
COc1ccc(S(=O)(=O)Nc2ccc3c(c2)C(=O)N([C@@H](C)CO)C[C@@H](C)[C@H](CN(C)S(=O)(=O)c2ccc(OC)cc2)O3)cc1 | -9 | -12 | ? | -1[16.7 µM] | 0 | -2.3 | /
C[C@H](CO)N1C[C@H](C)[C@@H](CN(C)C(=O)Nc2ccc(-c3ccccc3)cc2)OCc2ccccc2-c2ccccc2C1=O | -14 | 6 | -1 | / | -15 | 0.0 | 3
CCCCn1c(=O)[nH]c(=O)c2c1nc(-c1ccc(OC)c(Br)c1)n2CC(C)C | 28 | -13 | -2 | -12 | 18 | 0.3 | 1
C[C@H](NC(=O)[C@@H]1[C@@H](CO)[C@@H]2Cn3c(cccc3=O)[C@H]1N2Cc1cccnc1)c1ccccc1 | 11 | 24 | -5 | 3[16.7 µM] | 0 | 1.2 | /
CN1c2ccc(-c3ccc(F)cc3)cc2[C@H]2[C@H](CCN2C(=O)Cc2ccccn2)[C@@H]1CO | -41 | -3 | 1 | -6[16.7 µM] | -57 | -0.6 | -2
CC(=O)N1[C@H](CO)[C@@H](c2ccccc2)[C@@H]1CN(C(=O)c1ccccc1)C(C)C | -1 | 10 | 8 | -6[16.7 µM] | -8 | -0.8 | /
NC(=O)c1nsc(C(=O)N(Cc2ccccc2Cl)C(C(=O)NCC2CCCO2)c2ccc(O)cc2)c1N (stereo not drawn) | -9 | -6 | -2 | 31 | 1 | -0.8 | -7
COc1ccc2c3c(n(C)c2c1)[C@H](CO)N(C(=O)CN(C)C)CC31CN(Cc2nccs2)C1 | / | 23 | 5 | / | -9 | 0.2 | 2
O=S(=O)(Nc1cc(Cl)ccc1N1CCOCC1)c1ccccc1Cl | 4 | 12 | -5 | 12 | -1 | -0.9 | 1
O=C(NC(c1ccc2c(c1)OCO2)c1ccccn1)C1CCN(CCOc2ccc(Cl)cc2Cl)CC1 (stereo not drawn) | -2 | -33 | ? | -4 | 0 | 2.6 | 3

Following part
SMILES | PAX8 reporter | INS-1E GSIS act | DENV2 CPE rescue | miR-122 sensor | EWS-Fli block | F508del corr | FN deposit inh
CCOC(=O)c1c(C)[nH]c(NC(=O)NNC(=O)c2ccccc2Cl)c1C | -4 | -16 | -6 | 5 | 3 | 2.1 | 4
COCC(=O)N(C)C[C@H]1Oc2cc(-c3ccc(C#N)cc3)ccc2S(=O)(=O)N([C@@H](C)CO)C[C@H]1C | -2 | 26 | -3 | -51[16.7 µM] | -5 | 0.6 | -7
C[C@@H]1CCCCO[C@@H](CN(C)S(=O)(=O)c2cccs2)[C@H](C)CN([C@@H](C)CO)C(=O)c2cc(NS(=O)(=O)c3ccc(F)cc3)ccc2O1 | 7 | -13 | -12 | -7[16.7 µM] | 5 | 0.1 | -11
CCn1ccnc1CNC(=O)c1ccc2oc(CCCc3ccccc3)nc2c1 | -42 | -1 | -6 | -5 | -16 | 2.1 | /
CCOC1=C2[C@@H](CN(S(=O)(=O)c3ccc(C)cc3)[C@H]2c2cccc3ccccc23)[C@H]2C(=O)N(C)C(=O)[C@H]2C1 | -8 | -1 | 15 | 82 | -10 | 0.6 | 1
O=C(Cn1cnc2ccccc21)Nc1ccc(F)c(F)c1 | 3 | -29 | 5 | 5 | 4 | -0.4 | -2
C/C=C/c1ccc2c(c1)O[C@H](CN(C)C(=O)NC(C)C)[C@@H](C)CN([C@H](C)CO)S2(=O)=O | / | 20 | 3 | 7[16.7 µM] | -13 | -1.0 | 17
OC(CCc1ccncc1)COc1ccccc1 (stereo not drawn) | 5 | -5 | 11 | 1 | -4 | 2.1 | 13
CSc1ccccc1C(=O)Nc1ncn[nH]1 | 2 | 19 | 2 | -10 | 8 | -0.8 | 3
COc1ccc(S(=O)(=O)Nc2ccc3c(c2)C(=O)N([C@H](C)CO)C[C@H](C)[C@H](CN(C)Cc2ccc(C(=O)O)cc2)OCCCC[C@H](C)O3)cc1 | -2 | 9 | 11 | 10[16.7 µM] | -13 | -1.5 | /
Cc1ccc(S(=O)(=O)NN=CC2(c3ccccc3)CC2)cc1 | -3 | -5 | 6 | 0 | -9 | 0.3 | -6
Cc1nn(-c2ccccc2)c(C)c1NC(=O)COC(=O)c1ccc(Cl)c(S(N)(=O)=O)c1 | 1 | -3 | 1 | / | 0 | 6.6 | 4
CC(C)C#Cc1cnc2c(c1)C(=O)N([C@H](C)CO)C[C@@H](C)[C@H](CN(C)C(=O)c1ccc3c(c1)OCO3)O2 | / | 5 | 6 | 7[16.7 µM] | 2 | 2.0 | -11
COc1ccc(-c2cccc(C3CC=CC4C3C(=O)N(Cc3ccccc3)C4c3ccc4ccccc4c3)c2)cc1 (stereo not drawn) | 3 | -9 | -1 | 0 | 8 | -1.1 | 6
CCN(CC)S(=O)(=O)c1ccc(S(=O)(=O)N2CCCC2C(=O)O)cc1 (stereo not drawn) | / | 1 | -1 | -1 | 6 | -4.1 | /
CC(C)(C)c1ccc(C(=O)NCCC(=O)NCc2cccs2)cc1 | 2 | 11 | ? | -6 | / | -1.6 | -2
CC(C)NS(=O)(=O)c1ccc(OCC(=O)NC2CCCCCC2)cc1 | 15 | -9 | 4 | 22 | 4 | 1.6 | -5
Cc1ccc(S(=O)(=O)Nc2cccc3c2O[C@H](CN(C)Cc2ccc(C(=O)O)cc2)[C@H](C)CN([C@H](C)CO)C3=O)cc1 | / | 13 | 11 | -1[16.7 µM] | -6 | 0.2 | /
C[C@H](NC(=O)[C@@H]1[C@@H](CO)[C@@H]2Cn3c(ccc(-c4ccccc4)c3=O)[C@@H]2N1C)c1ccccc1 | / | 1 | -1 | -4[16.7 µM] | 2 | 0.8 | -14
Cc1noc(C)c1NC(=O)Nc1ccc2c(c1)C(=O)N([C@@H](C)CO)C[C@@H](C)[C@H](CN(C)C(=O)Nc1ccc(C(F)(F)F)cc1)OCCCC[C@@H](C)O2 | -5 | -4 | -9 | -2[16.7 µM] | 12 | 0.6 | -4
COc1ccc(C(=O)Nn2c(C)nc3ccccc3c2=O)cc1Br | 26 | -3 | -2 | / | -5 | 0.4 | -8
COc1ccc(NC(=O)c2nnn(CC(=O)Nc3ccccc3OC)c2N)c(OC)c1 | -9 | 10 | 2 | / | -15 | -1.0 | -39
C=C1CCN(CC(=O)OC)S(=O)(=O)c2ccccc21 | 1 | -6 | -9 | 3 | -4 | 2.4 | 1
CNC[C@@H]1Oc2ccc(NC(=O)Nc3ccc(OC)cc3)cc2CC(=O)N([C@H](C)CO)C[C@H]1C | -34 | 18 | 3 | -5[16.7 µM] | -16 | 1.3 | /
O=C(O)C[C@@H]1CC[C@@H]2[C@H](COC[C@@H](O)CN2S(=O)(=O)c2ccc(Oc3ccccc3)cc2)O1 | -12 | 23 | 2 | -3[16.7 µM] | -1 | 0.0 | 0
O=[N+]([O-])c1ccc2nc(-c3ccc(Cl)cc3)n(OCc3ccccc3)c2c1 | -148 | / | / | 14 | / | / | -6
COc1ccc(Cl)cc1NC(=O)C(C)OC(=O)c1ccc(NS(=O)(=O)c2ccc3[nH]c(=O)[nH]c3c2)cc1 (stereo not drawn) | 9 | -23 | / | 16 | / | / | 19

8 entries out of the list, arranged by count of non-hydrogen atoms, smallest number first:
SMILES | PAX8 reporter | INS-1E GSIS act | DENV2 CPE rescue | miR-122 sensor | EWS-Fli block | F508del corr | FN deposit inh
CSc1ccccc1C(=O)Nc1ncn[nH]1 | 2 | 19 | 2 | -10 | 8 | -0.8 | 3
C=C1CCN(CC(=O)OC)S(=O)(=O)c2ccccc21 | 1 | -6 | -9 | 3 | -4 | 2.4 | 1
C/C=C/c1ccc2c(c1)O[C@H](CN(C)C(=O)NC(C)C)[C@@H](C)CN([C@H](C)CO)S2(=O)=O | / | 20 | 3 | 7[16.7 µM] | -13 | -1.0 | 17
CNC[C@@H]1Oc2ccc(NC(=O)Nc3ccc(OC)cc3)cc2CC(=O)N([C@H](C)CO)C[C@H]1C | -34 | 18 | 3 | -5[16.7 µM] | -16 | 1.3 | /
COCC(=O)N(C)C[C@H]1Oc2cc(-c3ccc(C#N)cc3)ccc2S(=O)(=O)N([C@@H](C)CO)C[C@H]1C | -2 | 26 | -3 | -51[16.7 µM] | -5 | 0.6 | -7
Cc1ccc(S(=O)(=O)Nc2cccc3c2O[C@H](CN(C)Cc2ccc(C(=O)O)cc2)[C@H](C)CN([C@H](C)CO)C3=O)cc1 | / | 13 | 11 | -1[16.7 µM] | -6 | 0.2 | /
C[C@@H]1CCCCO[C@@H](CN(C)S(=O)(=O)c2cccs2)[C@H](C)CN([C@@H](C)CO)C(=O)c2cc(NS(=O)(=O)c3ccc(F)cc3)ccc2O1 | 7 | -13 | -12 | -7[16.7 µM] | 5 | 0.1 | -11
COc1ccc(S(=O)(=O)Nc2ccc3c(c2)C(=O)N([C@H](C)CO)C[C@H](C)[C@H](CN(C)Cc2ccc(C(=O)O)cc2)OCCCC[C@H](C)O3)cc1 | -2 | 9 | 11 | 10[16.7 µM] | -13 | -1.5 | /

Screens deposited in PubChem BioAssay by Broad Institute.
